Assay outcomes: PubChem BioAssay, National Center for Advancing Translational Sciences (NCATS)
EPAC2 agonist – EPAC2 (human) agonism. Q8WZA2. 0.079% of 360,000 active. Potency, µM (top dose mostly 154 µM), for inactives: top-dose activation, most hits filed as activators. EPAC2 activation, biochemical qHTS; response scale: 100% = 6.5 mM cAMP response; further: nearly all actives have a fitted effect of over 50% in size
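Setup: EPAC2 100 nM, labeled Rap1B complex 250 nM, free GDP 50 uM. Compound titrations pinned in, brief spin, 5 min room temperature incubation. Kinetic fluorescence read over 30 min, normalized to 6.5 mM cAMP.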
PTHR1 agonist – agonists of human PTHR1 parathyroid hormone receptor; Q03431; HEK293 GP2 PTHR1 cells, GloSensor cAMP luminescence, 1 h; Potency, µM (doses to about 115 µM), inactives show at the top dose activation, most hits filed as activators; 0.075% of 410,000 active; further: nearly all actives have a fitted effect of over 55% in size; some results filed as inactive show a strong effect at the top dose; inactives centre near -15; many of its hits are not listed in these tables
Target sequence (Q03431 whole entry, looked up): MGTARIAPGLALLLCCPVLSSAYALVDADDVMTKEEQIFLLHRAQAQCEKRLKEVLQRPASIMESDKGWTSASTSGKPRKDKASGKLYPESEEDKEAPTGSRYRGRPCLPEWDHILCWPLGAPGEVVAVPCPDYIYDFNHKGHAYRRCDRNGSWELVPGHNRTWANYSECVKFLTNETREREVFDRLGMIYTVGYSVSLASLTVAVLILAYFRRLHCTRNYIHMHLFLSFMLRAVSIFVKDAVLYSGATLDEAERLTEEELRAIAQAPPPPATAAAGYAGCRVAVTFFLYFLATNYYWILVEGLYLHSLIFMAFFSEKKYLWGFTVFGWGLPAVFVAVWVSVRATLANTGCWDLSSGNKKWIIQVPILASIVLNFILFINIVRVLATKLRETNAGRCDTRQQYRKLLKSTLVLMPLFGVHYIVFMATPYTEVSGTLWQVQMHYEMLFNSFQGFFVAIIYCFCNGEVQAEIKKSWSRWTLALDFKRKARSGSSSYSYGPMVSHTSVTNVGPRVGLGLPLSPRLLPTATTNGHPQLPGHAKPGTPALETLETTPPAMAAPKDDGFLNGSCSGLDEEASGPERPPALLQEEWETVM
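HEK-293-derived GP2 cells expressing PTHR1 and a GloSensor cAMP reporter, 3,000/well, plated overnight, given luciferin plus IBMX (each 0.5 mM as added) for 1 h at 37 °C, then compound for 1 h at 37 °C. Luminescence was read after 15 min at room temperature.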
EPAC1 antag – antagonists of human EPAC1 | O95398 | EPAC1 GEF assay, Rap1b-BODIPY-GDP exchange fluorescence | Potency, µM (top dose mostly 115 µM), without a hit: top-dose activity change, negative = inhibition, usual class: inhibitors | 0.14% of 360,000 active | AID 720709;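 further: plate controls were vehicle for no effect and positive control for full effect; nearly all actives have a fitted effect of over 50% in size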
aSyn rescue – alpha-synuclein toxicity inhibition in yeast. Yeast expressing alpha-synuclein, growth rescue, BacTiter-Glo, 24 h. 0.14% of 370,000 active. Potency, µM (titrated, usually from 46.1 µM), for inactives: at the top dose growth rescue (activation), hits mostly activators; further: % of control where 0% means no effect; nearly all actives have a fitted effect of over 65% in size
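Rescue of yeast growth: cells expressing toxic alpha-synuclein, induced in galactose at OD600 0.02, incubated with compound 24 h at 30 C. ATP luminescence quantified growth; inhibitors of toxicity appear as activators.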
EPAC1 ag – activates human EPAC1 exchange factor | Potency, µM (highest dose often 154 µM), for inactives: top-dose activation, actives largely listed as activators | O95398 | 0.073% of 360,000 active | AID 720707 | EPAC1 agonist qHTS, biochemical assay; response scale: 100% = response to 6.5 mM cAMP; further: nearly all actives have a fitted effect of over 60% in size
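Compounds were pinned as a concentration titration into mixtures of EPAC1 (100 nM), BODIPY-GDP-loaded Rap1B (250 nM) and GDP (50 uM). After 5 min at room temperature, fluorescence was followed for 30 min; activity was scaled to 6.5 mM cAMP.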
TDP43 rescue – rescues yeast growth from TDP-43 toxicity | AID 652104 | 1.8% of 410,000 active | Potency, µM (series often up to 46.1 µM), for inactives: top-dose growth rescue (activation), actives largely listed as activators | TDP-43 expressing yeast growth rescue, BacTiter-Glo, 24 h; further: % of control where 0% means no effect; nearly all actives have a fitted effect of over 50% in size
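Yeast cells expressing TDP-43 under galactose induction are exposed to compounds for 24 hr at 30 deg C. BacTiter-Glo luminescence measures growth, so protective compounds score as activators.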
FUS yeast rescue – FUS proteinopathy suppression in yeast; AID 1347120; S. cerevisiae FUS-expressing, growth rescue, OD600, 24 h; Potency, µM (doses to about 76.6 µM), without a hit: top-dose growth rescue (activation), most hits filed as activators; 0.24% of 390,000 active;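 further: plate controls were DMSO vehicle for no effect and reference control for full effect; nearly all actives have a fitted effect of over 55% in size; some results filed as inactive show a strong effect at the top dose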
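FUS-expressing yeast, raffinose-pregrown, induced in 2% galactose minimal medium at OD 0.005; compounds in a dilution series, 24hr at 30C. Growth restoration read as absorbance at 600 nm. CP55940 positive control, DMSO negative.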
EPAC2 antagonist – blocks human EPAC2 exchange factor; Potency, µM (highest dose often 114 µM), without a hit: at the top dose activity, negative = inhibition, usual class: inhibitors; 0.18% of 360,000 active; EPAC2 GEF exchange of Rap1B-BODIPY-GDP, fluorescence; further: on the % scale 0 is the no-effect control and ±100 the full control effect; nearly all actives have a fitted effect of over 45% in size; many of its hits are not listed in these tables
The depositor's hits bear a star; [ ] = another dose, or the depositor's remark. The call rests on the fitted dose curve; in most records, active means well fitted curve in the direction sought with a large enough effect; inconclusive means small, poorly fitted or top-dose-only effect, or another doubt; inactive means no such curve, though single readings can be large; an effect the other way counts as inactive or inconclusive. Potency means the concentration at half of the fitted maximal effect. This is a subset. The share of hits here may be higher or lower than overall.

Preview:
For Cc1ccc(S(=O)(=O)NN=C2CC3CCC2(C)C3(C)C)cc1 (centres undefined) the results were EPAC2 agonist 0%, PTHR1 agonist 0%, EPAC1 antag -10%, aSyn rescue 12%, EPAC1 ag -7%, TDP43 rescue -10%, FUS yeast rescue -6% and EPAC2 antagonist 3%.
Screening CN(C)c1ccc(N=Nc2nccs2)cc1 returned EPAC2 agonist 4%, PTHR1 agonist -38%, EPAC1 antag -7%, aSyn rescue -21%, EPAC1 ag 5%, TDP43 rescue -8%, FUS yeast rescue -21% and EPAC2 antagonist -18%.
For COc1ccc(CCNC(=O)CN2C(=O)c3ccccc3C2=O)cc1 the results were EPAC2 agonist 7%, PTHR1 agonist 0%[57.5 µM], EPAC1 antag 3%, aSyn rescue -3%, EPAC1 ag 10%, TDP43 rescue -13%, FUS yeast rescue 7% and EPAC2 antagonist -3%.
`Cc1nc2nc[nH]n2c(=O)c1NC(=O)c1cccc(OCC(C)C)c1` gave EPAC2 agonist 14%[15.6 µM], PTHR1 agonist inactive, EPAC1 antag -7%, aSyn rescue 2%, EPAC1 ag 0%, TDP43 rescue -11%, FUS yeast rescue 39% and EPAC2 antagonist 8%.
For CC1=CC(c2ccccc2)n2nc(NC(=O)CCCC(=O)O)nc2N1 (centres undefined) the results were EPAC2 agonist 17%, PTHR1 agonist inactive, EPAC1 antag 8%, aSyn rescue -3%, EPAC1 ag 7%, TDP43 rescue -16%, FUS yeast rescue 26% and EPAC2 antagonist -5%.

This part in full, previewed entries included:
For Cc1ccc(S(=O)(=O)NN=C2CC3CCC2(C)C3(C)C)cc1 (centres undefined) the results were EPAC2 agonist 0%, PTHR1 agonist 0%, EPAC1 antag -10%, aSyn rescue 12%, EPAC1 ag -7%, TDP43 rescue -10%, FUS yeast rescue -6% and EPAC2 antagonist 3%.
Screening CN(C)c1ccc(N=Nc2nccs2)cc1 returned EPAC2 agonist 4%, PTHR1 agonist -38%, EPAC1 antag -7%, aSyn rescue -21%, EPAC1 ag 5%, TDP43 rescue -8%, FUS yeast rescue -21% and EPAC2 antagonist -18%.
For COc1ccc(CCNC(=O)CN2C(=O)c3ccccc3C2=O)cc1 the results were EPAC2 agonist 7%, PTHR1 agonist 0%[57.5 µM], EPAC1 antag 3%, aSyn rescue -3%, EPAC1 ag 10%, TDP43 rescue -13%, FUS yeast rescue 7% and EPAC2 antagonist -3%.
`Cc1nc2nc[nH]n2c(=O)c1NC(=O)c1cccc(OCC(C)C)c1` gave EPAC2 agonist 14%[15.6 µM], PTHR1 agonist inactive, EPAC1 antag -7%, aSyn rescue 2%, EPAC1 ag 0%, TDP43 rescue -11%, FUS yeast rescue 39% and EPAC2 antagonist 8%.
For CC1=CC(c2ccccc2)n2nc(NC(=O)CCCC(=O)O)nc2N1 (centres undefined) the results were EPAC2 agonist 17%, PTHR1 agonist inactive, EPAC1 antag 8%, aSyn rescue -3%, EPAC1 ag 7%, TDP43 rescue -16%, FUS yeast rescue 26% and EPAC2 antagonist -5%.
Screening CCOC(=O)C1CCCCN1Cc1cccc(F)c1 (centres undefined) returned EPAC2 agonist 9%, PTHR1 agonist 0%[57.5 µM], EPAC1 antag 6%, aSyn rescue 1%, EPAC1 ag -3%, TDP43 rescue 0%, FUS yeast rescue -11% and EPAC2 antagonist 4%.
For Cc1cn([C@@H](CCCCNC(=O)OC(C)(C)C)C(=O)NCCCCCCCCCCC(=O)N2CCN(C(=O)OC(C)(C)C)CC2)nn1 the results were EPAC2 agonist -4%, PTHR1 agonist -94%[inhibitor], EPAC1 antag -27%, aSyn rescue 1%, EPAC1 ag -13%, TDP43 rescue 7%, FUS yeast rescue inconclusive and EPAC2 antagonist -4%.
Screening N#CCCN1CCN(CCC#N)C1=S returned EPAC2 agonist -8%, PTHR1 agonist -31%[inhibitor], EPAC1 antag 8%, aSyn rescue -5%, EPAC1 ag 0%, TDP43 rescue 12% and EPAC2 antagonist -19%.
`COc1ccccc1-n1c(C)cc(C=O)c1C` gave EPAC2 agonist 1%, PTHR1 agonist -1%, EPAC1 antag -1%, aSyn rescue 3%, EPAC1 ag -5%, TDP43 rescue 12%, FUS yeast rescue -17% and EPAC2 antagonist 3%.
For CCn1cc(C(=O)OCC(=O)c2ccccc2)c(=O)c2ccc(C)nc21 the results were EPAC2 agonist 13%, PTHR1 agonist inactive, EPAC1 antag -1%, aSyn rescue -1%, EPAC1 ag 7%, TDP43 rescue 3%, FUS yeast rescue 5% and EPAC2 antagonist 0%.
`Cc1ccc(S(=O)(=O)N2CCCCC2C(=O)N2CCN(c3ccccc3F)CC2)cc1` (centres undefined) gave EPAC2 agonist 10%, PTHR1 agonist inactive, EPAC1 antag 10%, aSyn rescue 22%, EPAC1 ag -1%, TDP43 rescue -16%, FUS yeast rescue 16% and EPAC2 antagonist -6%.
COc1nc(-c2cccc([N+](=O)[O-])c2)nc2ccccc12 was read as EPAC2 agonist 1%, PTHR1 agonist inactive, EPAC1 antag 6%, aSyn rescue -1%, EPAC1 ag 1%, TDP43 rescue 19%, FUS yeast rescue 11% and EPAC2 antagonist 12%.
C/C(=C\c1ccccc1)CN1CCN(c2ccccc2)CC1 was read as EPAC2 agonist 21%, PTHR1 agonist -12%, EPAC1 antag -1%, aSyn rescue -3%, EPAC1 ag 17%, TDP43 rescue -5%, FUS yeast rescue 11% and EPAC2 antagonist -6%.
Cc1c2ccccc2nc2ccccc12 was read as EPAC2 agonist 9%, PTHR1 agonist -12%, EPAC1 antag -2%, aSyn rescue -31%[inhibitor], EPAC1 ag 6%, TDP43 rescue -40%[inhibitor], FUS yeast rescue 31% and EPAC2 antagonist -5%.
For O=C(NCc1csc(-c2cccs2)n1)C1CC1 the results were EPAC2 agonist 22%, PTHR1 agonist -31%, EPAC1 antag -8%, aSyn rescue 3%, EPAC1 ag 0%, TDP43 rescue 6%, FUS yeast rescue -8% and EPAC2 antagonist -4%.
`Cc1nn(-c2ccccc2)c(Cl)c1/C=N\NC(=O)c1cnccn1` gave EPAC2 agonist 7%, PTHR1 agonist inactive, EPAC1 antag 9%, aSyn rescue 6%, EPAC1 ag 0%, TDP43 rescue 7% and EPAC2 antagonist 23%.
Screening O=C1CC(c2c[nH]c3ccccc23)C(=O)N1 (centres undefined) returned EPAC2 agonist 2%, PTHR1 agonist inactive, EPAC1 antag -2%, aSyn rescue 0%, EPAC1 ag 4%, TDP43 rescue 7%, FUS yeast rescue -27% and EPAC2 antagonist -1%.
Screening COc1ccc(NC(=O)CSc2ccccc2)c(OC)c1 returned EPAC2 agonist 14%, PTHR1 agonist -6%[57.5 µM], EPAC1 antag inconclusive, aSyn rescue 7%, EPAC1 ag -8%, TDP43 rescue 23%, FUS yeast rescue 0% and EPAC2 antagonist 1%.
`COc1cc2c(cc1OC)C(CNC(=O)C=Cc1cc(OC)c(OC)c(OC)c1)C2` (centres undefined) gave EPAC2 agonist -5%, PTHR1 agonist inactive, EPAC1 antag 0%, aSyn rescue -2%, EPAC1 ag -9%, TDP43 rescue 16%, FUS yeast rescue 33% and EPAC2 antagonist -6%.
Screening C#CCOCCOCCOCCNc1nc(N2CCN(C(=O)[C@H]([C@@H](C)CC)n3cc(CCCCN)nn3)CC2)nc(N2CCN(C(=O)[C@H](CCCCN)n3cc(CCCC)nn3)CC2)n1 returned EPAC2 agonist 1%, PTHR1 agonist inactive, EPAC1 antag -1%, aSyn rescue -12%, EPAC1 ag -7%, TDP43 rescue 19%, FUS yeast rescue 22% and EPAC2 antagonist 0%.
O=C(NC1CC1)C1=C[C@@H](C2CCCCC2)C[C@@H](OCCCCO)O1 was read as EPAC2 agonist 2%, PTHR1 agonist -7%, EPAC1 antag -1%, aSyn rescue -14%, EPAC1 ag 8%, TDP43 rescue 23%, FUS yeast rescue 5% and EPAC2 antagonist -6%.
For Cc1cc(NS(=O)(=O)c2ccc(NC(=O)CNS(=O)(=O)c3ccccc3)cc2)nc(C)n1 the results were EPAC2 agonist 8%, PTHR1 agonist 0%, EPAC1 antag inconclusive, aSyn rescue -16%, EPAC1 ag 3%, TDP43 rescue -10%, FUS yeast rescue 11% and EPAC2 antagonist -10%.
`O=C(OCC(=O)N(C1CCCCC1)C1CCCCC1)c1ccc(Cl)nc1` gave EPAC2 agonist 0%, PTHR1 agonist 38%, EPAC1 antag -1%, aSyn rescue 4%, EPAC1 ag 0%, TDP43 rescue -1%, FUS yeast rescue -4% and EPAC2 antagonist 2%.
`Cc1ccc(-n2cc(CN3CCCN(C=O)CC3)c(-c3ccc(F)cc3)n2)cc1` gave EPAC2 agonist 8%, PTHR1 agonist inactive, EPAC1 antag 4%, aSyn rescue -3%, EPAC1 ag 1%, TDP43 rescue -30%, FUS yeast rescue 13% and EPAC2 antagonist -7%.
For O=C(c1ccncc1)N1CCN(S(=O)(=O)c2cccc(Cl)c2)CC1 the results were EPAC2 agonist 4%, PTHR1 agonist inactive, EPAC1 antag -12%, aSyn rescue 8%, EPAC1 ag 6%, TDP43 rescue 0%, FUS yeast rescue -11% and EPAC2 antagonist -1%.
`O=C(Nc1ccc(F)cc1)C(c1ccccc1)N1CCN(C(=O)c2ccco2)CC1` (centres undefined) gave EPAC2 agonist 7%, PTHR1 agonist inactive, EPAC1 antag -3%, aSyn rescue -9%, EPAC1 ag 9%, TDP43 rescue 6%, FUS yeast rescue -1% and EPAC2 antagonist -1%.
For COc1cc(C(=O)N2CCCC(c3nc(-c4cccs4)no3)C2)cc(OC)c1OC (centres undefined) the results were EPAC2 agonist 14%, PTHR1 agonist 23%, EPAC1 antag 5%, aSyn rescue 1%, EPAC1 ag 4%, TDP43 rescue -23%, FUS yeast rescue inconclusive and EPAC2 antagonist -6%.
For CCOc1ccc(/C=N/NC(=O)c2cc3ccccc3cc2OC)cc1 the results were EPAC2 agonist 14%, PTHR1 agonist -21%, EPAC1 antag 11%, aSyn rescue -7%, EPAC1 ag -3%, TDP43 rescue 6%, FUS yeast rescue -6% and EPAC2 antagonist -8%.
Screening CCOc1ccc(OCC)c(S(=O)(=O)NCCOC23CC4CC(CC(C4)C2)C3)c1 returned EPAC2 agonist 9%, PTHR1 agonist -18%, EPAC1 antag 1%, aSyn rescue 0%, EPAC1 ag 15%, TDP43 rescue -18%, FUS yeast rescue 24% and EPAC2 antagonist -10%.
